# Source: PubChem (several laboratories)
# m5-HT2A agonist – mouse Htr2a agonists via beta-arrestin recruitment, primary screen, cell-based, luminescence | 5-hydroxytryptamine receptor 2A (Mus musculus), P35363 | activation, % at 7.6 µM | CHO-K1 mHTR2A beta-arrestin complementation; percent of 30 µM serotonin response | 0.66% of 360,000 active;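 active = activation above a run cutoff, the mean activation of all tested compounds plus 3 SD, cut at about 14% in these data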;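 note: 0% = plate median of compound wells and 100% = 30 µM serotonin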
# Target sequence (P35363 whole entry, looked up): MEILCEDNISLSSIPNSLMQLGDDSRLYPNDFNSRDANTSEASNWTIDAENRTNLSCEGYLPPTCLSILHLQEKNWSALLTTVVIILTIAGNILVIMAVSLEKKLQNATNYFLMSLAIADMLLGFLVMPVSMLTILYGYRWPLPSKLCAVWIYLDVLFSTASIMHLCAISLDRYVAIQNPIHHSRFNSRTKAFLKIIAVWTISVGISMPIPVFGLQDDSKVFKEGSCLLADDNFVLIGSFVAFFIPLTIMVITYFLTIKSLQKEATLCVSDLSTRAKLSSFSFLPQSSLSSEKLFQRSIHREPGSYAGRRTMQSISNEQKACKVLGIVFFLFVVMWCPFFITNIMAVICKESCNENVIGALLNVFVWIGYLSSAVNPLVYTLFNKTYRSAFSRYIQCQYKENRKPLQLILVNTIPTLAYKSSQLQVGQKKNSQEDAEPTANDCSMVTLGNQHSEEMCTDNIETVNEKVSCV
# NR2E3 ag-1 – inhibitors of NR2E3-RetCOR corepressor binding, primary screen, NR2E3 agonist project, biochemical, TR-FRET, GST-NR2E3, biotin-RetCOR. Photoreceptor-specific nuclear receptor (Homo sapiens), Q9Y5X4. 0.12% of 320,000 active. 1536-well. inhibition of corepressor binding, % at 4.78 µM. AID 2300, 2010;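 active = percent inhibition above the cutoff of mean plus 3 SD of all tested compounds, set per screening campaign, cut at about 20% in these data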;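 note: 0% = DMSO wells and 100% = biotin wells as full block of FRET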
# Target sequence (Q9Y5X4 whole entry, looked up): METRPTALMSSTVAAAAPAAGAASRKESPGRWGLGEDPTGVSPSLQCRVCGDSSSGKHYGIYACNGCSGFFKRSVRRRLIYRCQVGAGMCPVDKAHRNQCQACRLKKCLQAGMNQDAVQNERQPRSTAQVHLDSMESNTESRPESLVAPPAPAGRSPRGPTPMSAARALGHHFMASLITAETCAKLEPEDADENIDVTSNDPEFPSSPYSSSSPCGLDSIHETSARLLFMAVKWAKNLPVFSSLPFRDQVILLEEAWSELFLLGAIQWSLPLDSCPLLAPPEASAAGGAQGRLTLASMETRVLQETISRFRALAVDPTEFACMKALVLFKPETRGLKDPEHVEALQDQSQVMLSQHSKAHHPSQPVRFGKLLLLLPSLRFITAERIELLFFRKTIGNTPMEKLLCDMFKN
#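 Test system: GST-NR2E3 and biotin-RetCOR proteins | Quantity: 1.35 nM GST-tagged NR2E3 final | Medium: Tris pH 7.5 | Also added: 7 nM biotin-RetCOR | Dosing: Compound at 4.8 µM, single dose | Timing: 5 h at 4 °C | Detection: Time-resolved FRET | Read-out basis: Percent inhibition | Benchmarks: Biotin wells as high control, 0.6% DMSO wells as low control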
# Shn3 inh set2 – reduction of Shn3 3'UTR firefly luciferase signal, primary screen, Schnurri-3 inhibitor project, cell-based, Clone20 osteoblasts, set 2; Clone20 osteoblast Shn3 3'UTR firefly luciferase, 24 h; inhibition, % at 12.5 µM; 0.52% of 360,000 active;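 active = mean inhibition of at least 75% with every replicate also reaching 75%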;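 note: 0% = median of neutral control wells and 100% = pilot-screen positive control compound; some compounds past the cut are filed as inactive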
# hiPSC survival – enhancers of single-cell hiPSC survival, primary screen, ATPlite luminescence | 100% = ROCK inhibitor wells, 0% = DMSO | 0.044% of 360,000 active | survival enhancement, % at 20 µM; in the data active = survival enhancement above about 18%;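 note: cells exposed to compounds for 16 hours before the ATP read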
# Cardio protect – cardioprotection against H2O2-induced cell death, primary screen, uHTS, H9c2 cells, ATPLite luminescence; H9c2 cardiomyocytes, H2O2 injury protection, 2 h; protection from H2O2 cell death, % at 20 µM; 0.63% of 360,000 active; AID 588492, 2011;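 active = compounds giving at least 50% protection of heart cells from peroxide-induced death in the single-dose screen, raw or plate-pattern-corrected value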;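 note: 0% = DMSO wells with peroxide and 100% = DMSO wells without peroxide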
# NR2E3 ag-2 – NR2E3 agonists in two-hybrid cells, primary screen, cell-based, luminescence, CHO-S, Gal4-NCOR/VP16-NR2E3. inhibition of corepressor binding, % at 3.98 µM. 0.35% of 360,000 active. AID 602229, 2012. Photoreceptor-specific nuclear receptor (Homo sapiens), Q9Y5X4. luciferase;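 active = inhibition above the mean of all tested compounds plus 3 SD, cut at about 70% in these data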;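 note: 0% = DMSO with NR2E3 transfected cells and 100% = cells lacking NR2E3 construct; higher means lower luciferase signal from less NR2E3 corepressor binding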
# CaV13 ICDI inh – Primary screen for inhibitors of IQ motif and Ca2+-dependent inactivation inhibitor domain binding in CACNA1D, Förster resonance energy transfer in living cells, …; HEK cells, CFP/YFP FRET ICDI-IQ, plate reader, 10 min; percent FRET-ratio fall versus neutral wells; inhibition, % at 12.3 µM; 0.098% of 340,000 active; AID 743397;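 active = mean replicate inhibition of at least 30% and at least 1% of replicates passing that level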;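 note: 0% = median of the neutral control wells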
# TRPM1 prom inh – inhibitors of MITF-dependent TRPM1 promoter reporter, primary screen, cell-based, SK-MEL-5, single point, luciferase | SK-MEL-5 TRPM1 promoter luciferase, 24 h | inhibition, % at 12.5 µM | 0.83% of 330,000 active | AID 488899, 2010;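 active = mean inhibition across replicates of 60% or more, whatever share of single replicates reaches that level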; note: values of inactives mirror those of a sister screen read the other way
# PDI turbidity – inhibitors of human PDI, primary screen, biochemical, turbidity, single point, plate reader. 0.052% of 350,000 active. inhibition, % at 10 µM. PDI insulin aggregation turbidity, A650, 90 min;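 active = mean inhibition across replicates of 30% or more, whatever share of single replicates reach that level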;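 note: absorbance from insulin aggregation driven by PDI reduction with DTT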
# Peg3 prom inh – Peg3 promoter-driven luciferase inhibitors, primary screen, cell-based, HeLa, luciferase luminescence | inhibition, % at 20 µM | HeLa PEG-Prom luciferase reporter, overnight | 1.7% of 360,000 active | AID 588405, 2011;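 active = inhibition of at least 50% at 20 µM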
# HIF-2a block – HIF-2a reporter inhibitors, primary screen, luminescence, 786-0 RCC cells; inhibition, % at 18.8 µM; 0.72% of 360,000 active; 786-0 RCC cells HIF-2a reporter, luciferase luminescence, overnight;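 active = inhibition of the luminescence signal of 40% or more relative to plate controls, in a single-dose primary screen at 18.75 µM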
# Active calls of the source: *; / = not tested or not shown; & = joins results of further samples. An unsorted share of the library; 3.9% or so of the library scored in one or more.
SMILES,m5-HT2A agonist,NR2E3 ag-1,Shn3 inh set2,hiPSC survival,Cardio protect,NR2E3 ag-2,CaV13 ICDI inh,TRPM1 prom inh,PDI turbidity,Peg3 prom inh,HIF-2a block
O=C1CC(N(C(=O)c2ccco2)c2cccc(Cl)c2)C(=O)N1c1cccc(Cl)c1 (configuration not stated),-2.6,1.6,-21.9,-3.2,5.9,-81.3,-8.8,-35.1,4.1,-129.9,-142.9
CC(=O)Oc1ccc(NC(=O)Cc2ccccc2)cc1,3.0,-1.6,-12.3,2.8,5.8,-23.4,-8.0,-17.7,-5.2,-5.2,-24.3
COc1ccc(NC(=O)Cc2ccccc2F)cc1S(=O)(=O)N1CCCCC1,-5.3,-2.2,10.7,2.9,-0.5,-3.4,-2.3,-2.4,13.7,2.7,-0.7
CCCNNC(=O)C(O)(c1cccc(C)c1)c1cccc(C)c1,1.8,-0.7,-11.3,0.1,-6.6,15.8,-7.2,-13.5,-15.3,8.2,8.2
CC1(C)CC(NC(=S)NC2CC2)CC(C)(C)N1,0.1,-0.2,-4.5,-2.2,9.9,0.5,-2.3,-10.9,6.2,11.1,10.3
COc1ccc2c(CC(=O)Nc3ccc(OC)nc3)coc2c1,7.2,-2.9,8.1,-0.5,-6.9,-33.4,-19.7,0.0,-12.0,-9.2,-3.6
O=C(NCCCN1CCOCC1)c1ccc(S(=O)(=O)Nc2ccccc2)cc1,0.7,-3.3,0.4,-0.5,-1.6,18.6,-5.1,-3.1,4.4,12.8,15.4
O=C(c1cccc(F)c1)N1CCC2(CC1)NCCc1[nH]cnc12,6.3,-1.4,-1.7,0.6,0.8,8.4,-6.9,1.9,12.3,-7.9,0.1
O=C(OCc1nnc(-c2ccccc2)o1)c1ccc([N+](=O)[O-])s1,4.2,2.8,-0.3,-0.4,52.1*,-4.3,-11.4,2.9,1.8,-6.8,-19.8
CCc1ccccc1OCc1nc2ccc(S(=O)(=O)N3CCOCC3)cc2[nH]1,-6.3,-1.2,12.5,-2.2,-6.4,-8.9,-5.3,10.9,8.9,16.4,19.0
CSCCC(NS(=O)(=O)c1ccc(Cl)cc1)C(=O)O (configuration not stated),5.2,4.3,5.1,1.5,-1.3,5.5,-13.0,3.7,-3.9,9.7,13.7
CN=C1NC(C)(C)C2CCC(C)(CC2)S1,-1.4,/,13.9,-1.0,3.0,-5.6,-4.7,3.2,5.8,0.4,9.1
Cc1cc2sc3ccccc3c(=O)c2c(C)c1O,0.6,1.9,-25.9,-0.4,-17.9,-19.5,/,-27.6,1.1,-184.6,-185.8
O=C(CSc1nnc2scc(-c3ccccc3)n12)Nc1nsc(-c2ccccc2)n1,3.5,-244.5,63.7,3.1,-0.2,-1.9,-7.3,24.0,5.1,3.3,1.7
COc1cc(NC(=O)CSc2nc(C3CC3)nc3ccccc23)cc(OC)c1,-0.1,-79.3,0.4,1.1,0.7,17.4,-2.2,18.4,-4.6,98.7*,15.9
COc1ccc(CC(=O)N/N=C(\C)CC(=O)Nc2ccc3c(c2)OCCO3)cc1OC,-5.8,1.6,2.9,-0.6,-2.2,-8.1,-4.1,/,0.9,-10.6,-4.4
COc1ccc(CNC(=O)C2CCN(S(=O)(=O)N3CCCC3)CC2)c(OC)c1,-10.7,1.2,-3.7,2.6,5.9,-1.3,-6.4,9.1,2.1,-1.4,11.8
CCN(CC(O)CON=C1c2ccccc2-c2ccccc21)S(=O)(=O)c1ccc(Cl)cc1 (configuration not stated),0.0,0.4,-0.5,-0.1,-16.5,-10.9,-6.3,-8.2,12.9,30.0,-16.4
CN(Cc1ccco1)C(=O)Cn1cc(S(=O)(=O)N2CCCC2)c(S(=O)(=O)N2CCCC2)c1,3.1,1.4,-4.9,0.7,-4.8,-28.3,-2.6,-9.1,1.0,0.2,6.6
O=C1CCC([N+](=O)[O-])C(c2cccc([N+](=O)[O-])c2)N1 (configuration not stated),2.8,-1.8,-0.9,4.4,1.6,-1.1,-4.3,-1.8,1.4,10.9,12.0
CCCCN(C)c1c(C)nc2ccc(C(=O)N(CC)CCN(C)C)cn12,0.1,/,-3.2,2.5,10.2,2.4,-7.0,/,-0.8,-0.8,10.6
Cc1ncc(CO)c(/C=N/NC(=S)Nc2cccc(Cl)c2)c1O,-5.6,-2.1,26.9,-2.8,30.7,-30.5,/,18.3,-5.0,-2.2,-21.5
CCN1C(=O)CC(n2c(C)nc3ccccc32)C1=O (configuration not stated),-1.2,-0.1,-17.9,0.8,-6.1,-25.4,-0.8,-1.6,10.5,1.4,9.8
CCc1cc2c(=O)n(CC(C)C)cnc2s1,0.6,2.2,-26.2,0.2,-1.2,-47.0,-4.4,-58.2,2.9,-159.2,-184.0
COc1ccc(C(C[N+](=O)[O-])c2c(-c3ccccc3)cc3ccccn23)cc1 (configuration not stated),-8.5,3.5,-21.5,-1.3,-1.1,-6.7,-4.8,-15.2,-0.3,-3.3,-17.7
C[C@@H]1CN([C@@H](C)CO)C(=O)c2cc(N(C)C)ccc2O[C@@H]1CN(C)S(C)(=O)=O,-0.3,/,-3.7,2.6,1.1,-26.6,-4.2,0.2,5.7,-2.8,-6.4
CN(c1ccc(F)cc1)S(=O)(=O)c1ccc2[nH]cc(C(=O)O)c(=O)c2c1,-0.2,1.1,-3.3,-0.8,0.6,-33.5,/,8.6,-1.2,13.8,7.1
Cc1[nH]c(=O)[nH]c(=O)c1CSc1nnc([C@H](CC(C)C)NC(=O)OC(C)(C)C)o1,-2.5,1.1,-1.1,8.7,9.4,-19.6,/,3.7,4.3,20.5,0.0
N#Cc1nc(COc2ccccc2F)oc1NCCCn1ccnc1,-3.6,-3.3,-5.2,2.9,-9.5,-11.8,-4.0,2.7,-6.0,-3.4,-25.7
CCC(=O)N1CCc2cc(S(=O)(=O)N3CCc4ccccc4C3)ccc21,-6.4,0.5,22.3,0.2,-12.7,1.4,-5.7,10.4,-6.9,22.9,15.5
CCc1ccc(C(=O)CSc2nnc(C3CC3)n2C2CC2)cc1,-1.5,0.8,-56.1,-1.9,10.5,-38.1,-6.0,-33.9,10.2,-93.6,-147.6
COC(=O)c1cnc(SCc2ccc(C)cc2)n1C,2.1,-2.1,-47.2,-2.6,5.5,-45.0,-4.6,-46.0,-6.8,-129.1,-173.5
COc1ccc(NC(=O)C2(C)CCN2C(=O)C(C)C)cc1F (configuration not stated),3.1,/,-40.4,1.7,0.3,-13.1,-6.5,/,-0.6,6.7,6.7
Cc1cccc(C(=O)n2c(=S)nc3cc(C)ccn32)c1,-0.5,3.3,16.0,-0.8,-14.1,-132.8,-2.6,6.6,-2.5,-56.0,-58.1
CCCC(=O)n1nc(-c2ccc(C)cc2)nc1NCc1ccco1,-2.0,1.4,-84.9,-0.1,-7.6,-59.9,-2.0,-53.8,0.5,-253.5,-243.3
C=CCNCCOc1ccc(C)cc1[N+](=O)[O-],-12.0,3.4,5.4,1.7,-2.1,7.6,-4.8,-10.4,-11.5,-6.8,9.8
COc1ccccc1N1CCN(CC(O)COc2cccc3ccccc23)CC1 (configuration not stated),-0.8&0.6,-3.9&-2.7,-4.1&-0.3,-0.1&16.6,-13.3&-9.2,-5.6&-14.6,-5.1&-4.9,6.3&1.1,-1.3&4.6,7.0&5.1,11.9&8.2
CCn1cc([N+](=O)[O-])c(C(=O)N2N=C(c3ccc(Cl)c(Cl)c3)CC2c2ccccc2O)n1 (configuration not stated),-3.1,3.3,15.1,0.7,6.6,-24.3,-6.7,40.5,0.0,46.2,-7.6
CCc1nc(SCC(=O)c2cc(C)ccc2C)n[nH]1,0.1,-3.4,-4.0,-1.0,-1.8,20.0,-5.2,-11.0,-3.8,-0.3,-11.0
OC(CNCc1ccccc1)COc1ccccc1 (configuration not stated),-3.9,3.8,-22.5,-0.1,3.6,8.2,-10.0,-0.8,-1.2,-5.2,-2.8
COc1ccc(CCC(=O)N(c2nnc(-c3cccnc3)s2)C(C)C)cc1,-5.6,5.7,19.4,-0.4,-2.8,-0.1,-21.5,-7.3,-10.1,25.2,17.0
CCOC(=O)C1(CCCc2ccccc2)CCN(C(=O)CCn2cncn2)CC1,10.7,-0.6,-4.7,0.1,2.8,-32.7,-1.8,-19.7,8.1,-19.8,-32.3
Cc1ccc(NC(=S)Nc2c(C)n(C)n(-c3ccccc3)c2=O)cc1,2.2,-3.2,-6.6,0.6,13.0,-1.5,-13.7,-4.7,-2.1,18.8,18.3
Cc1ccccc1C(=O)N1CCC(C(=O)Oc2ccc(C#N)cc2)CC1,-3.9,3.0,-3.8,-0.3,-3.3,2.2,/,13.1,-2.4,15.2,1.4
COCCNC(=O)c1cc2c(c(-c3cccc(-c4cc5ccccc5o4)c3)n1)[C@H](CCO)N(S(=O)C(C)(C)C)C2 (some centres not stated),-3.2,/,-5.6,1.7,20.2,6.6,-6.4,/,/,25.2,-9.8
CCc1ccccc1Oc1coc2cc(O)ccc2c1=O,-2.8,1.7,3.0,-0.6,0.5,2.4,-20.3,-15.9,11.7,-33.4,-26.0
COc1ccc(C(=O)N[C@H](C(=O)Nc2ccc(S(=O)(=O)N3CCOCC3)cc2)C(C)C)cc1,-5.0,-0.3,15.1,0.4,-5.1,-25.0,2.2,-0.4,5.1,16.6,19.2
COCc1ccc([C@@H]2C[C@H]3CN(Cc4cccnc4)C(=O)[C@]34CCCN24)o1,4.7,-3.6,-0.1,0.2,1.9,-34.3,11.3,2.2,8.1,4.7,6.6
Cc1ccc(NC(=O)c2ccccc2N(C)S(=O)(=O)c2ccccc2)c(C)c1,2.5,0.2,-6.2,0.1,0.3,8.0,-4.6,4.1,13.7,16.4,21.5
COc1ccc(C2=NNC(=Nc3cc(S(=O)(=O)N(C)C)ccc3C)SC2)c(OC)c1,2.9,1.2,/,-0.8,-12.3,13.6,-16.5,24.2,2.6,15.3,0.3
CN(c1ccc(C(=O)N2CCCCCC2)cc1)S(=O)(=O)c1ccccc1,-7.1,0.4,61.9,-0.5,-16.6,29.9,-5.6,-4.9,-15.1,-9.0,-24.6
Cc1cc2nc(-c3cccc(Br)c3)c(Cc3ccccc3)n2c(C)c1Br,0.5,/,1.6,-0.8,-0.5,43.0,-6.2,/,/,-30.4,-39.4
